Screens deposited in PubChem by Sanford-Burnham Center for Chemical Genomics.
SENP8 block-1: blocks human SENP8 cleavage of Nedd8 substrate; Q96LD8; inhibition, % at 20 µM; recombinant SENP8, Nedd8 substrate fluorescence; AID 602440; hit rate 0.64% among 360,000; in the data active means inhibition mostly above about 40%, no sharp cut-off; inactive means mostly below about 27%
Target sequence (Q96LD8 whole entry, looked up): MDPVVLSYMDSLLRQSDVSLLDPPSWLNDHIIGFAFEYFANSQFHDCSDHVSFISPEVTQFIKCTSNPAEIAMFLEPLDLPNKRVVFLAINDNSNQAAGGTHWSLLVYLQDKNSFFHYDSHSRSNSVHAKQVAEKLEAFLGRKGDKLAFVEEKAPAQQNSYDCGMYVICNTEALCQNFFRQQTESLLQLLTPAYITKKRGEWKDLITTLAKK
SENP7 block: inhibitors of human SENP7 protease. Q9BQF6. recombinant SENP7, Z-RLRGG-aminoluciferin luminescence, 40 min. inhibition, % at 5 µM. hit rate 1.5% among 330,000;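 active means inhibition above about 50% at the single test dose, limit read from the data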;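 further: plate controls were DMSO with enzyme for no effect and no enzyme buffer wells for full effect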
HKDC1 inhibitor: inhibitors of human hexokinase HKDC1. hit rate 0.16% among 340,000. Q2TB90. AID 493160. recombinant HKDC1, G6PDH/diaphorase resazurin coupled fluorescence. inhibition, % at 20 µM;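 active means inhibition above about 35% when tested at 20 µM, limit read from the data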;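 further: plate controls were DMSO wells with enzyme for no effect and DMSO wells lacking enzyme for full effect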
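Test system: Recombinant HKDC1 (HK5) hexokinase enzyme, produced in-house | Input: HKDC1 at 5 µg/mL | Buffer or medium: Tris pH 8.0 buffer with MgCl2, Tween-20, BSA, BME | Schedule: 90 min reaction incubation at room temperature, dark | Technique: Resazurin-to-resorufin fluorescence via G6PDH and diaphorase coupling, 525/613 nm | Controls: DMSO wells with and without enzyme mix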
SENP1 FRET inh: blocks the human SENP1 SUMO protease catalytic domain; Q9P0U3; recombinant SENP1 catalytic domain, CyPet-SUMO1-YPet FRET cleavage; inhibition, % at 10 µM; hit rate 0.21% among 360,000; AID 624204;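 active means inhibition at least 30% at 10 µM, raw YFP signal under a set limit, fluorescence ratio 0.5 to 1.5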;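 further: 0% = enzyme with DMSO and 100% = no enzyme wells; some results filed as inactive read as strong as hits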
Target sequence (Q9P0U3 419-644 limits assumed): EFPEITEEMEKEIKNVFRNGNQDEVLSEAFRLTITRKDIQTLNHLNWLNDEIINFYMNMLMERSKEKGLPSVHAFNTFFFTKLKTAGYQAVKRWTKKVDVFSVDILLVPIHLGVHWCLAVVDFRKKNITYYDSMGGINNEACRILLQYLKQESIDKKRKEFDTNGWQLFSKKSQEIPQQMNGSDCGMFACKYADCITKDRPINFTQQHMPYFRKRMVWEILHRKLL
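system = hSENP1 catalytic domain, recombinant | reagent = SFCypet-SUMO1-SFYpet substrate at 25 nM | doses = one dose per compound, 10 µM, 0.5% DMSO | incubation = enzyme reaction for 50 min at room temperature, dark | measured by = FRET, CFP and YFP emission | controls = no-enzyme low, enzyme-DMSO high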
SENP6 block: SENP6 protease inhibition; Q9GZR1; Recombinant SENP6 catalytic domain, aminoluciferin luminescence; inhibition, % at 10 µM; hit rate 1.8% among 330,000; AID 2599;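 active means inhibition above about 50% at the single tested dose, limit read from the data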;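 further: plate controls were DMSO wells with enzyme for no effect and DMSO wells lacking enzyme for full effect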
Target sequence (Q9GZR1 628-1112 limits assumed): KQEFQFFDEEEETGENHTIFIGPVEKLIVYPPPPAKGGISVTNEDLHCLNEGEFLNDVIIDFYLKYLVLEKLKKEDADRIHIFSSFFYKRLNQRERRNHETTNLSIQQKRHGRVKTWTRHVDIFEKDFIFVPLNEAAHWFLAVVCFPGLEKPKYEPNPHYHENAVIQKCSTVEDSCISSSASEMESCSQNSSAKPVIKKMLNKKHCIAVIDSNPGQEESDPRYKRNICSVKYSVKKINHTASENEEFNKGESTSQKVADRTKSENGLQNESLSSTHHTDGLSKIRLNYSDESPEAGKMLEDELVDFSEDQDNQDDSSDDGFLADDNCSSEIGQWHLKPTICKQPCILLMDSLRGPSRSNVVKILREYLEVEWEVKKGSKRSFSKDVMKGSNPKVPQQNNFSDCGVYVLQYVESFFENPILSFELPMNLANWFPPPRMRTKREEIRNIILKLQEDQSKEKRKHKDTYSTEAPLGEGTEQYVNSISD
Apaf-1 inh: blocks human Apaf-1 apoptosome activity | O14727 | reconstituted apoptosome caspase-3 activity, DEVD-Rh110 fluorescence | inhibition, % at 20 µM | hit rate 0.71% among 330,000 | AID 489030; active means inhibition of at least 40% at 20 µM;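 further: plate controls were DMSO wells for no effect and DEVD-CHO caspase inhibitor wells for full effect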
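Material: biochemical Apaf-1 apoptosome reconstitution. Medium: Hepes buffer, pH 7.5. Also added: cytochrome c activation, bis-DEVD rhodamine 110 substrate. Timing: 30 min compound preincubation, 50 min activation, room temperature. Measured by: rhodamine 110 fluorescence at Ex 480/Em 540 nm.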
PfGluPho inh: PfG6PD (Plasmodium falciparum) enzyme inhibition | hit rate 0.78% among 350,000 | PfGluPho enzyme, NADPH resazurin-diaphorase fluorescence | AID 504690 | inhibition, % at 20 µM;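 active means inhibition reaching at least a set limit at 20 µM in the primary screen, cut at about 59% in these data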;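 further: 0% = DMSO wells with substrate and 100% = DMSO wells lacking glucose-6-phosphate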
SENP8 block-2: blocks the human protease SENP8 | purified SENP8, Z-RLRGG-aminoluciferin cleavage, luminescence | hit rate 1.2% among 330,000 | inhibition, % at 10 µM | Q96LD8 | AID 2540; in the data active means inhibition above about 50%
NALP3 yeast inh: blocks the NALP3 inflammasome reconstituted in yeast | inhibition, % at 10 µM | Yeast reconstituted NLRP3/ASC/caspase-1, beta-gal luminescence, 24 h | hit rate 0.39% among 330,000;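 active means inhibition of 50% or more; inactive means inhibition below 50%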;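 further: plate controls were induced DMSO wells for no effect and uninduced yeast grown without galactose for full effect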
Active calls of the source: *; · = no result given.

The line under a structure holds: SENP8 block-1	SENP7 block	HKDC1 inhibitor	SENP1 FRET inh	SENP6 block	Apaf-1 inh	PfGluPho inh	SENP8 block-2	NALP3 yeast inh
CCCCOC(=O)c1ccc(NC(=O)C(=O)NCC2CCCO2)cc1 (stereo not drawn)
    22	2	0	-2	-13	7	5	-3	26
CCOC(=O)c1cnc(-n2nc(C)cc2C)nc1NCCO
    -53	2	-14	2	-4	-7	-8	-4	12
CC1(C)CC(CCN)(Cc2ccccc2Cl)CCO1 (stereo not drawn)
    35	13	2	3	-1	-14	1	0	-1
O=C(Cc1nnc(NC(=O)Nc2ccc(Cl)cc2)s1)NCc1ccccc1
    12	3	0	1	-13	-2	-28	0	1
CC(C)Cn1c(N2CCN(C(=O)c3cccs3)CC2)nc2ccccc21
    13	8	-1	-1	-13	14	-7	1	19
O=C(CSc1ccccc1F)NCC1(N2CCCCC2)CCCCC1
    0	-4	3	-7	0	-4	-1	-5	6
c1ccc(-c2nc3ccccn3c2-c2ccccc2)cc1
    -444	3	0	-1	-1	-7	-2	9	8
CN(C(=O)COC(=O)c1ccccc1Nc1ccccc1)c1c(N)n(Cc2ccccc2)c(=O)[nH]c1=O
    -344	9	2	-6	5	29	-18	2	5
Cc1ccc(S(=O)(=O)N2CCN(C(=O)CCn3nc(C)c(C)c3C)CC2)cc1C
    9	-1	0	2	-9	3	1	5	9
O=C(Cc1cccs1)N1CCN(c2ccccn2)CC1
    -10	6	0	2	10	-5	-8	3	14
NC(=O)Cn1c(=O)n(Cc2ccco2)c(=O)c2c3c(sc21)CCCCC3
    0	9	15	-3	-3	-2	27	9	9
Cc1c(CN2CCCC(C(=O)c3cccc(Cl)c3)C2)c(=O)n(-c2ccccc2)n1C (stereo not drawn)
    9	6	-3	-2	-2	1	-14	-1	30
CN(c1ccccc1)S(=O)(=O)c1cccc(NC(=O)c2ccc(=O)[nH]n2)c1
    9	14	-6	0	-7	1	-3	-8	19
Cc1cc(C(=O)Nc2ccc(F)cc2)c2ccccc2n1
    22	-2	-2	4	2	2	-2	-1	-14
Cc1cccc(C(=O)Nc2nc3ccc(S(C)(=O)=O)cc3s2)c1
    -81	74*	-3	3	75*	-2	4	63*	8
COc1cc(OC)cc(C(=O)Nc2nc(CC(=O)NC(C)c3ccccc3)cs2)c1 (stereo not drawn)
    6	-5	-3	0	-14	-1	1	-10	30
COC(=O)c1sc(S(=O)(=O)Oc2ccccc2NC(C)=O)c(C(=O)OC)c1C
    2	1	4	1	-6	12	-4	2	17
COc1ccc(Nc2nccc3c2ncn3C)cc1
    -23	39	-6	0	39	-6	-1	23	11
COc1ccc(C2=NN(C(=O)CSc3ncccn3)C(c3ccc(OC)cc3)C2)cc1 (stereo not drawn)
    -23	-5	-8	-20	-20	16	11	-9	11
Cc1nc(NCC2CCCO2)nc2c1C(=O)CC(C)C2 (stereo not drawn)
    17	9	1	0	-20	-6	3	-4	9
CCOc1ccc(N(CC)S(=O)(=O)c2cccc3nsnc23)cc1
    22	-12	-3	0	-37	14	-1	-8	10
O=C(CCN1C(=O)/C(=C\c2ccccc2F)SC1=S)N1CCCCC1
    29	-8	5	2	5	-1	-16	-4	25
Cc1ccc(SCC(=O)OCC(=O)NCCc2ccccc2)cc1
    6	2	-3	3	-10	2	-6	1	8
O=C(Cc1ccccc1)Nc1ccc(Br)c(Cl)c1
    19	-12	-4	0	3	21	6	-15	42
O=C(CNC(=O)C1COc2ccccc2O1)Nc1cc(Cl)ccc1Cl (stereo not drawn)
    -6	0	-4	1	1	10	13	0	25
Cc1cc(C)c(Cn2cnc3ccccc32)c(C)c1
    13	3	2	1	-12	26	-6	-8	0
S=C(NCCc1ccc(Cl)cc1)NCc1ccccc1
    10	-1	-63	0	-10	16	-3	0	30
Cc1cc(C)n(CCNC(=O)c2cc(COc3c(F)cccc3F)on2)n1
    3	-9	-7	0	-14	0	-4	-5	11
COC(=O)c1sccc1NC(=O)CSc1ccccc1NS(=O)(=O)c1ccc(Cl)cc1
    11	-2	2	1	-9	25	-14	-3	18
NC(N)=NS(=O)(=O)c1ccc(NC(=S)NC(=O)Cc2ccc(Cl)cc2)cc1
    4	-16	0	1	-8	11	-13	-5	13
O=C(O/N=C/c1ccc(Br)cc1)c1ccc(F)cc1
    -6	76*	-3	0	41	-10	-14	26	3
COCC(=O)n1nc(-c2ccc(C)cc2)nc1NCc1ccc(F)cc1
    27	·	-1	0	·	·	18	·	·
COc1ccc(Nc2nc(C(F)(F)F)nc(C)c2C#N)cc1
    17	5	-4	0	-13	-1	-6	-2	6
N=c1sc2ccccc2n1-c1ccccc1
    -74	2	-6	-22	-11	4	2	-16	9
CCOC(=O)CC1C(=O)NC2CCCCC2N1C(=O)Nc1ccc(Cl)cc1 (stereo not drawn)
    22	-1	3	3	-6	7	-13	0	-4
COc1ccc(CNc2oc(COc3ccccc3)nc2C#N)cc1
    11	-1	4	-8	-23	18	0	-1	15
CC1(C)Oc2ccc3ccc(=O)oc3c2/C(=C/NNC(N)=S)C1=O
    -136	9	-36	6	-10	6	-28	5	18
CC(C)(C)C(=O)COC(=O)c1ccccc1O
    -6	10	-4	2	11	-6	15	-2	10
O=C(NCc1cccs1)Nc1cccs1
    4	-3	-12	-3	5	-5	26	0	-6
O=C(OCCCc1cc2ccccc2c(=O)o1)N1CCOCC1
    -15	-9	-4	4	-17	1	4	-5	8
O=C(c1cccc(F)c1)N1CCC2(CC1)NCCc1[nH]cnc12
    19	-7	-3	1	-9	-16	-8	6	5
CSc1ncccc1C(=O)Nc1ccc(C)cn1
    4	3	-3	0	-14	-10	-9	-2	5
CCOC(=O)CC(=O)CSc1nc(-c2ccccc2)cc(-c2ccc(Cl)cc2)c1C#N
    -64	-9	-3	26	5	18	-5	-5	-4
COc1ccc(C)cc1S(=O)(=O)N1CCN(C)CC1c1ccccc1 (stereo not drawn)
    18	-5	-3	0	-2	2	-14	7	-20
COc1ccc(Nc2sc(C(=O)c3ccc(Cl)cc3)c(N)c2C(=O)Nc2ccccc2OC)cc1
    11	3	1	3	-23	15	-93	7	24
CCNC(=O)NC(=O)C(C)OC(=O)c1ccc(-n2nc(SC)sc2=S)cc1 (stereo not drawn)
    16	4	2	1	2	13	-16	1	15
O=C(c1ccc(Cl)cc1Cl)N1CCSCC1
    33	1	-1	1	-35	-4	-6	1	11
N#Cc1sc2nc(-c3cccs3)cc(-c3ccc(Cl)cc3)c2c1N
    -346	-4	-7	-29	11	9	-5	-9	3
CCNCc1nc2cc(OC)c(OC)cc2c(=O)[nH]1
    -10	-7	-8	-3	-14	2	-15	-11	18
Cc1ccc(S(=O)(=O)N2CCN(C(=O)COC(=O)c3cnc(C)cn3)CC2)c(C)c1
    -1	1	-6	3	-1	-2	-4	5	2

A second format for some results above.
structure | SENP8 block-1 | SENP7 block | HKDC1 inhibitor | SENP1 FRET inh | SENP6 block | Apaf-1 inh | PfGluPho inh | SENP8 block-2 | NALP3 yeast inh
O=C(c1cccc(F)c1)N1CCC2(CC1)NCCc1[nH]cnc12 | 19 | -7 | -3 | 1 | -9 | -16 | -8 | 6 | 5
CSc1ncccc1C(=O)Nc1ccc(C)cn1 | 4 | 3 | -3 | 0 | -14 | -10 | -9 | -2 | 5

Remaining list, next part
The line under a structure holds: SENP8 block-1	SENP7 block	HKDC1 inhibitor	SENP1 FRET inh	SENP6 block	Apaf-1 inh	PfGluPho inh	SENP8 block-2	NALP3 yeast inh
CCSC1=N/C(=C\C=C2/Oc3ccccc3N2CC)C(=O)S1
    33	-1	2	43*	-33	14	26	-6	20
CC1(C)C2CCC1(CS(=O)(=O)N1CCCC1C(=O)O)C(=O)C2 (stereo not drawn)
    8	12	-3	0	-9	-7	-14	3	7
Cc1noc(C)c1C(=O)Nc1ccc(-c2nnc3n2CCCCC3)cc1
    -22	3	2	4	-7	-2	-9	7	13
O=C(NC1CCc2ccccc21)c1cc(COc2ccc(F)cc2Cl)on1 (stereo not drawn)
    9	4	4	3	36	6	9	-3	10
c1ccc(OCc2nnnn2-c2ccccc2)cc1
    15	-10	-11	-2	10	8	0	-12	-105
OCCCN1CCN(CCCOc2ccccc2-c2ccccc2)CC1
    1	2	-8	4	3	-8	0	3	13
O=S(=O)(Nc1cc(C(F)(F)F)ccc1N1CCOCC1)c1ccccc1
    4	11	3	3	-8	-7	-2	1	2
O=C(c1ccc(F)cc1)N(Cc1ccccc1)C1CCS(=O)(=O)C1 (stereo not drawn)
    7	-5	-1	1	-8	3	-8	-1	4
Oc1ccc(/C=N/NC(=S)NC2CC3CCC2C3)cc1 (stereo not drawn)
    14	-2	6	1	-8	6	5	-7	-1
CN(C)c1ccc(C(CNS(=O)(=O)c2cccc([N+](=O)[O-])c2)N2CCOCC2)cc1 (stereo not drawn)
    15	1	-5	1	-1	6	18	7	22
CCn1c(CC(=O)Nc2ccccc2C)nnc1SCC(=O)Nc1nncs1
    9	3	0	0	-15	0	-6	3	-4
CC(=O)N1CCOc2ccc(S(=O)(=O)N3CCN(c4cc(C)ccc4C)CC3)cc21
    6	1	1	2	-6	24	14	5	9
O=C(Nc1nc2c(Cl)ccc(Cl)c2s1)C1CC1
    5	-1	-4	-3	-6	9	2	-2	8
S=c1[nH]nc(COc2ccccc2)n1/N=C/C=C/c1ccco1
    34	1	3	1	-6	-1	15	-1	25
COc1ccccc1N(C)S(=O)(=O)c1ccc(C(=O)NCC(c2ccco2)N2CCCCC2)cc1 (stereo not drawn)
    9	·	2	-2	·	·	9	·	·
CC(C)CCN1CC(=O)N2[C@@H](Cc3c([nH]c4ccccc34)C2(C)C)C1=O
    12	3	-3	-2	-8	6	15	2	21
O=C(c1ccccc1F)N1CCN(Cc2cccc(Cl)c2)CC1
    23	-3	11	2	3	1	-12	-5	1
COc1cccc2sc(NN)nc12
    -106	-5	2	-10	-27	4	24	-16	6
O=C(Nc1nc2ccc(Cl)cc2s1)c1ccc(Br)o1
    -274	59*	2	-7	53*	4	0	30	-10
COc1ccccc1NC(=O)COC(=O)c1ccc(S(=O)(=O)N2CCCCCC2)cc1
    22	-3	-7	1	-22	14	-19	-15	3
CC(NC(=O)Nc1ccc(Cl)cc1)C(c1cccs1)N1CCOCC1 (stereo not drawn)
    9	-12	-3	3	2	6	15	-15	7
O=C(COc1coc(CN2CCN(c3ccccc3F)CC2)cc1=O)NC1CCCC1
    6	6	-6	0	-2	0	-6	5	17
O=C(Nc1nccs1)c1cc(S(=O)(=O)N2CCCCC2)ccc1Cl
    22	1	0	-1	-13	-10	-8	-2	14
O=C(Nc1ccc(Br)cc1)c1ccccc1CC[N+](=O)[O-]
    24	1	3	4	-11	18	-3	0	17
CC[C@H]1OC(=O)[C@H](C)[C@@H](O[C@H]2C[C@@](C)(OC)[C@@H](O)[C@H](C)O2)[C@H](C)[C@@H](O[C@@H]2O[C@H](C)C[C@H](N(C)C)[C@H]2O)[C@](C)(O)C[C@@H](C)C(=O)[C@H](C)[C@@H](O)[C@]1(C)O
    8	·	-5	1	·	·	-38	·	·
